Compound activity (PubChem BioAssay)
CYP2C19 inh = blocks human cytochrome P450 2C19 | AID 778 | inhibition, % at 5 µM | CYP2C19 Supersomes, luciferin-H EGE luminescence, 30 min | 96,000 tested, 21% active | P33261;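 active = CYP2C19 inhibition above a set limit at 5 µM in the primary screen, cut at about 50% in these data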;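 also: plate controls were negative control wells for no effect and 2.5 mM tranylcypromine positive control for full effect; values of inactives mirror those of a sister screen read the other way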
sEH inhibitor = inhibitors of human soluble epoxide hydrolase; P34913; recombinant human sEH enzymatic activity assay; inhibition, % at 2 µM; 91,000 tested, 0.34% active; in the data active = inhibition above about 80%; also: values of inactives mirror those of a sister screen read the other way; many of its hits are not listed in these tables
S1P2 agonist = S1P2 (human) receptor agonism; S1P2-expressing cell line, agonist reporter read-out; activation, % at 4.5 µM; O95136; AID 729; 97,000 tested, 0.46% active; in the data active = activation above about 16%;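 also: 0% = vehicle low control and 100% = maximal reference agonist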
Target sequence (O95136 whole entry, looked up): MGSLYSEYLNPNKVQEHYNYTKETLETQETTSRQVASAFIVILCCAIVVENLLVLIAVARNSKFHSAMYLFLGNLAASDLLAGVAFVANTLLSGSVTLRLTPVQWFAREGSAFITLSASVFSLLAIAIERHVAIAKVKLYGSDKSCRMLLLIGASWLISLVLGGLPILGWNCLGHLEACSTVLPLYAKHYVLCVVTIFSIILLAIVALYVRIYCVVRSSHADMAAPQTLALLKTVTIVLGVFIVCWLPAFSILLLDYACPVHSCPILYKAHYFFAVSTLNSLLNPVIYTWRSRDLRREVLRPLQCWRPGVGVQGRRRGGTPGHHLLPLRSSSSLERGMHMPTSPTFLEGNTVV
CYP2C19 activ = activators of human cytochrome P450 2C19 | P33261 | recombinant CYP2C19, luciferin-H EGE luminescence; active compounds read high; 0 = fully inhibited enzyme, 1 = untreated enzyme | activation factor at 5 µM | 96,000 tested, under 10 active | AID 1025;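 active = activation factor of at least 2 at 5 µM in the primary screen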;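 also: 0 = wells with 2.5 mM tranylcypromine and 1 = vehicle-only wells; values of inactives mirror those of a sister screen read the other way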
PostGolgi yeast = growth inhibition of a yeast mutant, post-Golgi transport screen. AID 739. inhibition, % at 10 µM. post-Golgi transport phenotypic cell assay. 98,000 tested, 0.9% active;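 also: yeast cells grown in 1536-well plates; yeast grown about 18 h at 30C before absorbance read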
hDAT+cocaine = changed human dopamine transporter uptake under cocaine IC80; B-score at 10 µM; 110,000 tested, 1.3% active; LLC-PK1 hDAT cells, [14C]-dopamine uptake with cocaine IC80; actives deviate in either direction; Q01959;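 active = Z score or B-score, a plate-position-corrected score, falls beyond the plate's 99.7% confidence bounds, in either direction; inactive = both scores lie inside the 99.7% bounds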;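 also: scored against the spread of the other compound wells on the same plate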
Target sequence (Q01959 whole entry, looked up): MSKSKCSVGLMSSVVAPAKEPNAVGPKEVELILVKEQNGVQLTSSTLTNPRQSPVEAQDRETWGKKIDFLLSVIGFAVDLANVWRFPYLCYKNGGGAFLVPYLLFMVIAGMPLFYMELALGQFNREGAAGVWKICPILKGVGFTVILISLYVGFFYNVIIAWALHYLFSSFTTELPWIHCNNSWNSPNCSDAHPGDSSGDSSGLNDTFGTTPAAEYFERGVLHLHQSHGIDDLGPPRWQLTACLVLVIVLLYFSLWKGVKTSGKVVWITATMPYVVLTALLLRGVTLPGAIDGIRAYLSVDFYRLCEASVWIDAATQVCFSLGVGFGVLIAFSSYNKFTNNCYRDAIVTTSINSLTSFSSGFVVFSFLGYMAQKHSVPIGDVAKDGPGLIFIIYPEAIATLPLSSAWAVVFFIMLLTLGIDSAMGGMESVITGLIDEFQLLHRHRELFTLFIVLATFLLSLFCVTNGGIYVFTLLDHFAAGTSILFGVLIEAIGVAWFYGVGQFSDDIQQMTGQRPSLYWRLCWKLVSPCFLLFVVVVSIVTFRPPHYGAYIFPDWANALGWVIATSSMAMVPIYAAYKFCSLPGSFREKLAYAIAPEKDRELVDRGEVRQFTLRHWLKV
S1P2 blocker = blocks the human S1P2 receptor; O95136; cell-based S1P2 antagonist assay, inhibition at 5 uM; inhibition, % at 5 µM; 97,000 tested, 0.21% active; AID 736; in the data active = inhibition above about 45%;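 also: CRE beta-lactamase reporter cells expressing human S1P2 stimulated with S1P; 0% = agonist at EC80 alone and 100% = agonist plus reference antagonist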
sEH act = soluble epoxide hydrolase (human) activation. P34913. purified human sEH enzymatic activity, activator screen. activation, % at 2 µM. 91,000 tested, 0.04% active. AID 717; in the data active = activation above about 37%; also: values of inactives mirror those of a sister screen read the other way
PostGolgi ctrl = growth of the yeast control strain, post-Golgi counter-screen; efflux-deficient yeast background strain, growth absorbance A615, 16 h; inhibition, % at 10 µM; 98,000 tested, 5% active; AID 738
* hit, by the source's call; x = no result given. Rule as the data show it, unless noted: active = inhibition above about 30%; inactive = the rest. Rows were taken by chance, and some 24% of all compounds hit somewhere here.

SMILES	CYP2C19 inh	sEH inhibitor	S1P2 agonist	CYP2C19 activ	PostGolgi yeast	hDAT+cocaine	S1P2 blocker	sEH act	PostGolgi ctrl
Cc1ccc(-c2ccc(=O)n(CC(=O)NCCCN3CCCCC3)n2)cc1	7	-6	-5	0.9	4	-1.2	10	6	-1
COc1ccc(NC(=O)C2(c3ccc(NC(=O)c4ccc(C)cc4)cc3)CCCC2)cc1	x	4	-5	x	2	-0.52	-9	-2	0
Cc1cccc(NC(=O)CN(C)S(=O)(=O)c2cnc[nH]2)c1	90*	-4	-3	0.1	-23	0.0016	3	4	3
CC(C)(C)n1nnnc1CN1CCN(C(c2ccccc2)c2ccccc2)CC1	x	24	-3	x	x	1.7	-11	-21	x
CCOC(=O)c1sc(NC(=S)NC(=O)CC(C)C)cc1C	-8	4	-6	1.1	-6	0.025	12	-3	26
O=C(Nc1ccc2c(c1)OCO2)C1CCN(C(=O)CSc2ncnc3ccccc23)CC1	22	21	-7	0.8	x	0.13	16	-21	x
C=CCN=C1SCC(=O)N1S(=O)(=O)c1ccccc1	40	3	-13	0.6	16	0.29	7	-4	0
COc1cc(C(=O)NCCN2CCOCC2)cc(OC)c1OC	-9	9	-5	1.1	2	-1	-1	-13	5
CCOc1ccc2[nH]c(=O)c(CN(CCO)C(=O)c3ccccc3F)cc2c1	-15	0	-3	1.2	3	-0.34	-5	0	-2
COc1cc(C2N(c3ccc(Cl)c(Cl)c3)C(=O)C3CCCN32)cc(OC)c1OC (centres undefined)	22	x	-4	0.8	0	-1.8	-3	x	3
Nc1cc(C(=O)O)ccc1N1CCCCC1	x	-4	0	x	x	-0.98	2	3	x
O=C(O)c1ccc(N2C(=O)CC(Cc3ccccc3)C2=O)cc1 (centres undefined)	11	-5	-2	0.9	5	-1.3	-16	9	3
Cc1nn(C)c(C)c1S(=O)(=O)NC1CCCC1	0	-14	-1	1	4	-0.02	13	12	8
CCOC(=O)N1CCC2(CC1)C(C#N)=C(N)OC1=C2C(=O)CC(C)(C)C1	24	2	-3	0.8	1	-0.32	3	-3	-1
Cc1cc(C)cc(NC(=O)C2CCN(S(=O)(=O)c3c(C)n[nH]c3C)CC2)c1	22	x	-8	0.8	-1	-0.13	18	x	3
CC(C)C(NC(=O)c1ccco1)C(=O)NCC(c1ccco1)N(C)C (centres undefined)	1	-7	-4	1	-6	-0.23	4	6	12
COc1ccccc1NC(=O)C1CCCN1C(=O)NCc1ccccc1 (centres undefined)	15	22	-5	0.9	-1	1.7	15	-22	-7
CCO/C(C)=C1\C(=O)N(CC)c2ccccc21	33	-8	-8	0.7	13	-0.42	-20	8	19
CCOC(=O)C1CCCC(NS(=O)(=O)c2ccc(NC(C)=O)cc2)C1 (centres undefined)	58*	5	1	0.4	-1	-1.2	0	-4	16
COc1ccc(N2CN=C3SCC(=O)N3C2)cc1	x	-2	-7	x	x	-0.027	7	2	x
COc1ccc(S(=O)(=O)N(Cc2cc3ccc(OC)cc3[nH]c2=O)CC2COCCO2)cc1 (centres undefined)	30	4	-4	0.7	13	0.7	13	-3	1
O=C(CCNS(=O)(=O)c1cccs1)N1CCCCCC1	19	4	-3	0.8	-3	-0.66	-16	-3	1
CCC(=O)N1CCc2cc(Br)cc(S(=O)(=O)N3CCN(C(=O)c4ccco4)CC3)c21	-10	x	x	1.1	2	-0.84	x	x	-10
O=C(Cc1c[nH]c2ccccc12)Nc1nc2ccccc2[nH]1	54*	0	609*	0.5	-1	-0.56	10	3	18
Clc1ccc(CN=C2Nc3ccccc3CS2)cc1	86*	-1	-4	0.1	-6	0.36	-5	-1	12
COc1ccc(C(=O)N2CCN(c3ccccn3)CC2)cc1	67*	-3	-5	0.3	-3	0.31	4	1	3
Cc1nc(NC(=O)c2ccccc2)sc1-c1csc(Nc2cccc(F)c2)n1	x	58	-5	x	-2	0.17	-1	-56	10
Cc1ccc(-c2cc3nc(-c4ccccc4)cc(N4CCC5(CC4)OCCO5)n3n2)cc1	x	1	5	x	x	-0.82	2	-1	x
N#CC12C(N)=NC3(OCCO3)C1(C#N)C1=C(CCC1)NC2c1ccccc1 (centres undefined)	30	-9	-6	0.7	19	0.51	3	6	5
CCc1ccc(N(C(=O)c2ccco2)C(C(=O)NC2CCCC2)c2ccco2)cc1 (centres undefined)	x	3	-4	x	x	-0.01	2	1	x

Four entries from above, with bars between the fields:
Molecule | CYP2C19 inh | sEH inhibitor | S1P2 agonist | CYP2C19 activ | PostGolgi yeast | hDAT+cocaine | S1P2 blocker | sEH act | PostGolgi ctrl
O=C(Cc1c[nH]c2ccccc12)Nc1nc2ccccc2[nH]1 | 54* | 0 | 609* | 0.5 | -1 | -0.56 | 10 | 3 | 18
Clc1ccc(CN=C2Nc3ccccc3CS2)cc1 | 86* | -1 | -4 | 0.1 | -6 | 0.36 | -5 | -1 | 12
COc1ccc(C(=O)N2CCN(c3ccccn3)CC2)cc1 | 67* | -3 | -5 | 0.3 | -3 | 0.31 | 4 | 1 | 3
Cc1nc(NC(=O)c2ccccc2)sc1-c1csc(Nc2cccc(F)c2)n1 | x | 58 | -5 | x | -2 | 0.17 | -1 | -56 | 10

Later entries.
SMILES	CYP2C19 inh	sEH inhibitor	S1P2 agonist	CYP2C19 activ	PostGolgi yeast	hDAT+cocaine	S1P2 blocker	sEH act	PostGolgi ctrl
CCOc1ccc2[nH]c(=O)c(CN(CC3COCCO3)C(=O)C3CC3)cc2c1 (centres undefined)	x	3	-7	x	1	x	-19	-3	-2
CC1(C)Cc2c(C#N)c(NCCCO)nc(-c3ccccc3)c2CO1	21	x	2	0.8	-15	0.98	-25	x	85*
Cc1ccc(N2C(=O)C3CC(c4ccccc4)=C4C5C=CC(C6C(=O)N(c7ccc(C)cc7C)C(=O)C56)C4C3C2=O)c(C)c1 (centres undefined)	13	4	-8	0.9	-9	-1.3	19	-2	1
CC(=O)C1=C(O)C(=O)N(c2cccnc2)C1c1ccc(Cl)cc1 (centres undefined)	1	-8	-2	1	4	-1.4	1	9	5
COc1ccc(N2CCN(c3nc(NC(C)(C)C)nc(N4CCCCC4)n3)CC2)cc1	17	5	1	0.8	1	-0.35	-18	-3	3
COc1cccc(-c2nc(NCC3CCCO3)c3ccccc3n2)c1O (centres undefined)	x	-8	-2	x	7	0.91	-6	9	43*
O=C(COc1c(F)c(F)cc(F)c1F)NC(=O)NC1CCCC1	27	22	-4	0.7	5	0.011	15	-22	5
O=C1c2ccccc2C(=O)N1CC1c2ccccc2CCN1C(=O)C1CCCCC1 (centres undefined)	73*	-2	0	0.3	13	0.011	4	2	6
NC(=O)c1oc2ccc(Cl)cc2c1N	-14	-6	-5	1.1	5	-0.17	14	6	11
COc1ccccc1N1CCN(Cc2nc3ccsc3c(=O)[nH]2)CC1	10	5	-3	0.9	-4	-0.29	-4	-1	11
COc1cccc(Nc2nc(-c3sc(N)nc3C)cs2)c1	59*	5	-2	0.4	3	2.2*	12	-2	9
Fc1cccc2sc(N3CCCCC3)nc12	60*	13	-3	0.4	13	-0.82	-13	-11	3
CCOC(=O)c1cnc(SCC(=O)N2CCN(C(=O)c3ccco3)CC2)nc1N	21	13	0	0.8	2	-0.35	14	-12	0
COC(=O)c1ccc2c(c1)C(C)(C)C(/C=C/c1ccccc1O)=[N+]2C	42	-5	5	0.6	-2	-3.6*	32	2	6
CC(C)C(=O)OCCN=C1NS(=O)(=O)c2ccccc21	13	1	-1	0.9	-4	-1.2	8	-1	4
O=C(NC1CCCCC1)c1ccc(S(=O)(=O)N2CCCCC2)cc1	x	21	-4	x	2	-0.069	3	-20	1
CCOC(=O)c1c(C)[nH]c(C(=O)Cn2nnc(-c3ccccc3)n2)c1C	59*	x	x	0.4	-7	-0.22	x	x	-8
Cc1ccc(CSC2=NCCN2C(=O)c2ccco2)cc1	22	-20	-1	0.8	2	0.038	20	19	1
COc1cccc(-c2cc(C(F)(F)F)c3c(N)c(C#N)sc3n2)c1	-9	-9	-5	1.1	-6	x	13	8	-3
CCOc1ccc(C2CC(=O)c3c([nH]c(C(=O)OC)c3C)C2)cc1OC (centres undefined)	12	-7	1	0.9	3	0.5	-30	5	0
CCCS(=O)(=O)Nc1cc(C(F)(F)F)ccc1OCCOC	50*	4	-8	0.5	1	-0.93	9	-6	4
CCCCc1ccc(-c2ccc(Br)cc2O)nc1	17	14	1	0.8	-2	-0.45	0	-15	12
Cc1cccc(C)c1N(CC(=O)NN=C1CCCCCC1)S(C)(=O)=O	22	-5	-4	0.8	-1	-0.029	-24	3	8
CC1CCN(c2ccc(NC(=O)c3cccnc3)cc2)CC1	35	3	-2	0.6	-3	1.2	17	0	23
O=C(N1CCN(CCO)CC1)N1c2ccccc2C=Cc2ccccc21	-1	-1	-7	1	-2	-0.22	12	1	15
CC1CCCN(C(=O)C2CCN(S(=O)(=O)c3cccc4cccnc34)CC2)C1 (centres undefined)	49	1	-1	0.5	10	0.67	25	1	8
CCOC(=O)C1CCCN(c2ncnc3c2oc2ccccc23)C1 (centres undefined)	69*	-6	-6	0.3	3	1.5	0	4	33*
CNC(=O)/C(=C\c1ccc([N+](=O)[O-])cc1)NC(C)=O	-11	13	-3	1.1	3	x	16	-11	1
COc1ccc(-n2cnnc2SCCC#N)cc1	17	2	-4	0.8	7	-1.2	26	-4	11
COc1ccccc1Nc1nc(=O)[nH]nc1C	1	-16	-6	1	1	-0.68	-7	15	16
CC(C(=O)NC1CCCC1)N(C(=O)c1snc(C(N)=O)c1N)c1ccc2c(c1)OCCO2 (centres undefined)	15	-2	-1	0.9	-5	0.57	6	2	7
O=C1CCc2cc(S(=O)(=O)NC(Cc3ccccc3)C(=O)NCCC3=CCCCC3)ccc2N1 (centres undefined)	68*	4	0	0.3	-2	0.8	-17	-6	3
CCCc1nc2oc3c(NCC4CCCO4)ncnc3c2c2c1COC(C)(C)C2 (centres undefined)	38	x	x	0.6	3	1.4	x	x	10
COCCCNc1ncnc2c1cnn2-c1ccc(C)cc1C	15	-1	-4	0.8	19	0.62	18	0	-1
COc1ccc(S(=O)(=O)N2CCN(c3ccccn3)CC2)cc1OC	70*	4	-5	0.3	22	0.52	1	-4	2
Cn1cc(C(=O)N/N=C/C(Br)=C\c2ccccc2)ccc1=O	0	30	-4	1	-3	-0.37	-1	-28	4
Cn1c(SCC(=O)NCc2cccs2)nnc1-c1ccncc1	13	7	-8	0.9	1	-0.41	-5	-4	7
Cn1c(SCC(=O)N2CCc3ccccc3C2)nnc1-c1cccs1	-6	-4	-2	1.1	6	0.093	4	-1	-2
COc1cccc(Cn2cnc3c(NS(=O)(=O)c4cccc(Cl)c4Cl)c(C)c(C)cc32)c1	84*	2	-3	0.2	2	-0.055	13	0	15
O=C(CCC(=O)N1CCc2ccccc21)Nc1ccccc1	92*	7	58*	0.1	-8	-0.3	10	-8	-1
O=c1cc(O)n(-c2ccccc2)c(=S)[nH]1	x	0	0	x	x	1.8	-6	1	x
CC(C)(C)Nc1nc(NN)nc(NC(C)(C)C)n1	5	7	-11	1	3	0.11	-8	-7	6
Cc1cc(=O)oc(C)c1C(=O)N1CCN(Cc2ccc3c(c2)OCO3)CC1	0	x	-1	1	29	0.019	2	x	-1
O=C(CSc1ncn(-c2ccccc2)n1)N1CCN(c2ccccc2)CC1	64*	-12	-8	0.4	-1	0.73	-8	12	1
Oc1c(C(c2cccs2)N2CCC3(CC2)OCCO3)sc2ncnn12 (centres undefined)	87*	3	-6	0.1	5	-0.23	11	-4	-1

Another view of part of the listing above:
Screens in order: CYP2C19 inh, sEH inhibitor, S1P2 agonist, CYP2C19 activ, PostGolgi yeast, hDAT+cocaine, S1P2 blocker, sEH act, PostGolgi ctrl
> O=C(CSc1ncn(-c2ccccc2)n1)N1CCN(c2ccccc2)CC1
    64*, -12, -8, 0.4, -1, 0.73, -8, 12, 1
> CC(C)(C)Nc1nc(NN)nc(NC(C)(C)C)n1
    5, 7, -11, 1, 3, 0.11, -8, -7, 6
